PAFAH1B2 inh = blocks human PAF acetylhydrolase 1b catalytic subunit 2; P68402; inhibition, % at 3.39 µM; actives 1.2% (n = 340,000); recombinant PAFAH1B2, FP-rhodamine activity probe, fluorescence polarization;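 active = inhibition above the mean of all tested compounds plus 3 SD, cut at about 24% in these data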;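 also: 0% = enzyme with DMSO and 100% = wells lacking PAFAH1B2; many of its hits are not listed in these tables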
pPAFAH inh = inhibitors of human plasma PAF acetylhydrolase (pPAFAH); Q13093; recombinant pPAFAH, FP-rhodamine probe fluorescence polarization; inhibition, % at 3.39 µM; actives 1.5% (n = 330,000); AID 463082;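 active = inhibition above the mean inhibition across the screen plus 3 SD, cut at about 25% in these data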;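 also: inhibitors block binding of the rhodamine activity-based probe so polarization drops; 0% = enzyme with DMSO and 100% = wells lacking pPAFAH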
LYPLA1 inh = blocks human lysophospholipase 1, a PME1 counter-screen; recombinant LYPLA1, FP-Rh probe fluorescence polarization; AID 2174; inhibition, % at 5.9 µM; O75608; actives 0.16% (n = 320,000);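 active = inhibition above the mean of all tested compounds plus 3 SD, set per campaign, cut at about 14% in these data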;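 also: inhibitors block serine hydrolase probe labeling of LYPLA1 so polarization falls; 0% = enzyme with DMSO and 100% = wells lacking LYPLA1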
Target sequence (O75608 whole entry, looked up): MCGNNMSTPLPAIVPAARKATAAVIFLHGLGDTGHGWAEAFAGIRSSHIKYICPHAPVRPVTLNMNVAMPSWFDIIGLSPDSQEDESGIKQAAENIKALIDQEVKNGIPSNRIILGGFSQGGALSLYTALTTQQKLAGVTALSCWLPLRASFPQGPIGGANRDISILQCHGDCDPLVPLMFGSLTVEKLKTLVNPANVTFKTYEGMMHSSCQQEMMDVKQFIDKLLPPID
GSTO1 counter = blocks human GSTO1 in RBBP9 counter-screen; P78417; recombinant GSTO1, activity-based probe fluorescence polarization; inhibition, % at 5.96 µM; actives 1.1% (n = 300,000);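 active = inhibition above the campaign mean inhibition plus 3 SD, cut at about 35% in these data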;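 also: 0% = GSTO1-1 with DMSO and 100% = wells lacking GSTO1-1 enzyme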
PAFAH1B3 FP inh = blocks human PAF acetylhydrolase 1B catalytic subunit 3; recombinant PAFAH1B3, FP-rhodamine probe, fluorescence polarization; actives 0.28% (n = 340,000); Q15102; AID 492972; inhibition, % at 3.39 µM;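 active = inhibition above the screen-wide average of all tested compounds plus 3 SD, cut at about 25% in these data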;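 also: 0% = enzyme with DMSO only and 100% = wells lacking PAFAH1B3 protein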
Target sequence (Q15102 whole entry, looked up): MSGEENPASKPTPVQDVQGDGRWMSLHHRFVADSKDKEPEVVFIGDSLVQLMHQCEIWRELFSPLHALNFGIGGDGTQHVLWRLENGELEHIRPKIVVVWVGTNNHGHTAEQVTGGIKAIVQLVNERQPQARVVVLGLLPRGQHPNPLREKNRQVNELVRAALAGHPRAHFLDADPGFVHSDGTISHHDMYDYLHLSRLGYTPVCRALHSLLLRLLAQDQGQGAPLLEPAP
PAFAH2 FP inh = inhibitors of human PAFAH2 | Q99487 | inhibition, % at 3.39 µM | actives 0.99% (n = 340,000) | recombinant PAFAH2, FP-rhodamine activity probe, fluorescence polarization;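 active = inhibition above the mean over all tested compounds plus 3 SD, cut at about 30% in these data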;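 also: inhibitors block probe labeling of enzyme so polarization drops; 0% = enzyme with DMSO and 100% = wells lacking PAFAH2 protein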
PME-1 inh = blocks human protein phosphatase methylesterase 1. inhibition, % at 5.9 µM. AID 2130. actives 0.53% (n = 320,000). Q9Y570. recombinant PME-1, FP-Rh probe fluorescence polarization;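 active = inhibition above the campaign mean of all compounds plus 3 SD, cut at about 26% in these data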;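 also: competitive labeling of PME-1 active site by serine hydrolase directed probe; 0% = PME-1 with DMSO and 100% = wells lacking PME-1 enzyme; inhibitors block probe labeling so polarization falls and inhibition rises; many of its hits are not listed in these tables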
Target sequence (Q9Y570 whole entry, looked up): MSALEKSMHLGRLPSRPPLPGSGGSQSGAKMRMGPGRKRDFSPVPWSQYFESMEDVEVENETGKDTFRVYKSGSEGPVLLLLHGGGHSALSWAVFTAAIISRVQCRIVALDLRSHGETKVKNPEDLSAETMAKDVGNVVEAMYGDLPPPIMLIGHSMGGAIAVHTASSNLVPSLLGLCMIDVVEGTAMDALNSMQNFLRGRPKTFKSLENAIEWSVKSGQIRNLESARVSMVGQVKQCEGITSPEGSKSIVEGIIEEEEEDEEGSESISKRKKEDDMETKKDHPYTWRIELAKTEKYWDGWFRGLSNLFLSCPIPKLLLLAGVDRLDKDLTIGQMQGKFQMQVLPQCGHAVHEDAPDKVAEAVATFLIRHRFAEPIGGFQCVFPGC
PAD4 inh = inhibitors of human PAD4; Q9UM07; recombinant PAD4, RCA probe fluorescence polarization; inhibition, % at 6.36 µM; actives 0.41% (n = 330,000);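 active = percent inhibition above a cutoff equal to the mean of all tested compounds plus 3 SD, cut at about 15% in these data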;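 also: 0% = PAD4 with RCA probe and DMSO and 100% = probe without PAD4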
Fam108B counter = counter-screen for RBBP9 inhibitors: inhibitors of mouse Fam108B. recombinant Fam108B, FP-Rh probe fluorescence polarization. inhibition, % at 9.51 µM. actives 0.33% (n = 300,000);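 active = inhibition above the screen mean inhibition plus 3 SD, computed separately per campaign, cut at about 18% in these data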;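 also: inhibitors lower polarization as less probe binds the enzyme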
An asterisk follows results filed as active; . = no result given. An excerpt. The share of hits here may be higher or lower than overall.

Compound | PAFAH1B2 inh | pPAFAH inh | PAFAH2 FP inh | PAFAH1B3 FP inh | GSTO1 counter | LYPLA1 inh | Fam108B counter | PAD4 inh | PME-1 inh
COc1ccc(C(CNc2ccc(S(C)(=O)=O)cc2[N+](=O)[O-])N(C)C)cc1OC (centres undefined) | 4 | 3 | -4 | 7 | 5 | 3 | -3 | 2 | 1
O=c1[nH]cc(N=Cc2cc(Cl)cc(Cl)c2O)c(=O)[nH]1 | 2 | -2 | 9 | 10 | 42* | 3 | -1 | -9 | 2
O=S(=O)(Nc1ccc2c(c1)OCCO2)c1cnc[nH]1 | 4 | 3 | -1 | 5 | 7 | 0 | 2 | -2 | -7
COc1ccc2c(c1)C(c1ccc(C)o1)=NNC(c1ccccc1)=N2 | 7 | 2 | 7 | 4 | 1 | 3 | -4 | -3 | 1
Cc1cc(C)cc(NC(=S)N2CCC(c3nc4ccccc4s3)CC2)c1 | 8 | 0 | 2 | 6 | -2 | -2 | -10 | 9 | -5
CC(=O)NC(Cc1ccc(F)cc1)C(=O)NC1CCN(C(=O)Nc2ccc(F)cc2)CC1 (centres undefined) | 8 | 3 | 2 | 5 | 8 | -1 | 0 | 0 | -1
CC(C)(C)OC(=O)[C@H](Cc1ccccc1)NC(=O)c1[nH]cnc1C(=O)Nc1ccc(Cl)cc1 | -28 | -22 | -32 | -35 | -14 | -32 | -41 | 6 | -55
Cc1cc(Cl)ccc1OCC(=O)n1cc(C(=O)c2cc(Cl)ccc2O)cn1 | . | 0 | . | . | 7 | -2 | -4 | -3 | 2
COC(=O)C1=C(CCc2ccccc2)NC(=O)NC1c1ccc(Cl)cc1 (centres undefined) | 13 | 2 | -2 | -1 | -1 | 0 | -1 | 1 | 1
CC#CCNCc1ccccc1 | -2 | 1 | -20 | 1 | 1 | 2 | -2 | -5 | 2
Cc1c(Cl)cccc1NC(=O)CSc1ccc(-c2cccnc2)nn1 | 4 | 0 | 4 | 9 | -1 | -2 | -5 | -1 | 6
COC(=O)c1ccc(C(=O)OC)c(NC(=O)CN(c2ccc3c(c2)OCO3)S(C)(=O)=O)c1 | 8 | 6 | -3 | 8 | -3 | -1 | -3 | 1 | 5
CN1CCN(S(=O)(=O)c2cccc(S(=O)(=O)c3cccc(S(=O)(=O)N4CCN(C)CC4)c3)c2)CC1 | 2 | 2 | 4 | 12 | -4 | 1 | 8 | -2 | -1
COC(=O)[C@]1(C)N[C@H](CN(C)C(=O)Nc2ccc(OC)cc2)[C@@H]2C(=O)N(C)C(=O)[C@@H]21 | 6 | 6 | -3 | 7 | . | . | . | -3 | .
O=C(COC(=O)c1ccccc1NC(=O)c1ccco1)Nc1ccc2c(c1)OC(F)(F)O2 | 0 | -1 | 6 | 8 | -3 | -2 | -8 | -5 | -6
CCn1c(SCC(=O)Nc2ccc3c(c2)n(C)c(=O)n3C)nnc1-c1ccncc1 | -1 | 5 | 4 | 3 | 2 | -1 | 2 | -1 | 5
CCN1CCN(c2cc(N3CCN(C(=O)c4ccco4)CC3)c3c4c(onc24)-c2ccccc2C3=O)CC1 | 1 | 27* | -19 | -3 | 32 | 11 | -28 | 13 | 2
CC1CCCC(C)N1S(=O)(=O)c1ccc(NC(=O)CNCC2CCCO2)cc1 (centres undefined) | 3 | 6 | 1 | 2 | -4 | -1 | 2 | 5 | 3
Cc1c(NC(=O)c2ncn[nH]2)cccc1-c1nc2ccccc2s1 | -6 | 5 | -2 | -6 | -2 | 1 | 1 | -6 | -4
CCOC(=O)c1c(CN2CCOCC2)n(-c2ccccc2)c2cc(Br)c(O)cc12 | -2 | 9 | -6 | -12 | -8 | -3 | 0 | -4 | 3
NC(=O)C1CCN(C(=O)C(Cc2ccccc2)NC(=O)c2ccccc2)CC1 (centres undefined) | -4 | 8 | 2 | -2 | . | 1 | . | -3 | -1
Cc1ccccc1Nc1nc(N)nc(CN(C)c2ccccc2)n1 | 1 | 6 | 1 | 2 | 5 | 2 | 0 | -3 | 11
O=C(NNc1ccccc1)C(=O)N1CCCCC1 | 6 | 5 | 1 | 11 | 7 | -4 | -3 | -3 | -1
O=C(OCC(=O)N1CCOCC1)c1cnc(Cl)c(Cl)c1 | 1 | 1 | 5 | -5 | . | 3 | . | 3 | -6
Cc1c(C=O)c2ccccn2c1C(=O)c1ccccc1 | -2 | 8 | 9 | 2 | 2 | 0 | -3 | 1 | -6
Cc1cc(C)cc(C(=O)NC(=S)Nc2cccnc2)c1 | -5 | -8 | -2 | 7 | 1 | 1 | -1 | -1 | -2
CCC(C(=O)NCc1ccc(F)cc1)N(Cc1ccco1)C(=O)c1snc(C(N)=O)c1N (centres undefined) | 2 | 2 | 16 | 13 | 4 | -3 | -1 | 1 | 9
CCCNC(=O)c1c(CSc2ccc(Cl)cc2)noc1C(=O)NCc1ccccc1 | 1 | -4 | -9 | -9 | -1 | -16 | -10 | 1 | -21
O=C(Cc1ccc(-n2cccc2)cc1)NCc1ccccc1Cl | 3 | 9 | 0 | -2 | 20 | 2 | -1 | -1 | 4
NC(=O)CSc1nnc(-c2ccc(S(=O)(=O)N3CCCC3)cc2)n1CC1CCCO1 (centres undefined) | 1 | 0 | 2 | 3 | 10 | 0 | -6 | 4 | 2
O=C(O)c1ccccc1C(=O)Nc1ccc(S(=O)(=O)Nc2ccc(F)cc2)cc1 | 5 | 21 | 0 | -4 | -3 | 4 | -4 | -2 | 3
COCC(=O)N1CCC(Oc2ccc(C(=O)NCCc3ncccc3C)cc2)CC1 | 3 | -1 | -10 | -2 | 6 | -1 | 13 | 1 | 3
COc1ccc(Oc2ccc(NC(=O)c3ccccc3C)cc2)cc1 | -2 | 9 | 0 | 11 | -6 | 2 | 1 | 10 | -3
O=c1[nH]n(-c2cccc(Cl)c2)c2ncccc12 | 2 | 9 | -2 | 2 | -22 | 30* | 0 | -4 | 0
O=[N+]([O-])c1ccc(N2CCCCCC2)c([N+](=O)[O-])c1 | 1 | 2 | 7 | 4 | 0 | -2 | 5 | 6 | -2
CC12CCC(=O)N1C(C(=O)Nc1ccccc1F)CS2 (centres undefined) | 0 | -1 | -3 | -2 | 11 | 4 | 3 | 6 | 3
Fc1ccccc1CSc1nnc2ccc(-c3ccncc3)nn12 | 0 | 0 | 5 | 12 | -2 | -4 | 1 | -9 | -1
CNc1nc2ccccc2n1/N=C/c1cccc(OC)c1OC | 3 | 8 | -1 | 10 | -11 | -1 | 3 | -6 | 7
CCOC(=O)Cn1c(C)[n+](C)c2cc(Cl)c(Cl)cc21 | 1 | -3 | 8 | 5 | 5 | 1 | 2 | 3 | -2
C=CCn1c(C)nnc1SCC(=O)NC1CC1 | 8 | -3 | -6 | 14 | -1 | -2 | 2 | -8 | 5
CC(C)Cc1nc(Nc2ccc(S(=O)(=O)N3CCCC3)cc2)c2nnn(Cc3ccccc3)c2n1 | -7 | -6 | -28 | -6 | -8 | -16 | -19 | -3 | -14
Cc1ccc(S(=O)(=O)N2CCCCC2)cc1NC(=O)Cc1cccs1 | 11 | 11 | 11 | 19 | . | . | . | -1 | .
O=c1[nH]nc(-c2ccc(F)cc2)cc1Cc1ccc(F)cc1 | 1 | 1 | 6 | 4 | 5 | -3 | -3 | -5 | -5
COc1ccc(C(CNC(=O)C2CC(=O)N(Cc3ccccc3)C2)N2CCOCC2)cc1 (centres undefined) | 0 | 4 | 4 | 3 | . | 2 | . | -2 | 3
CCCn1nnc(NC(=O)/C=C/c2cc(Br)ccc2OC)n1 | -1 | 10 | 2 | 5 | -5 | 3 | 0 | 2 | -3
CCOc1ccc(S(=O)(=O)N(C)c2ccc(OCC(=O)Nc3nccs3)cc2)cc1 | 3 | 6 | 4 | 6 | 0 | -1 | 2 | 1 | -1
CC(=O)Nc1cccc(NC(=O)CSc2nc3ccccc3o2)c1 | 4 | 1 | -4 | 5 | 3 | 1 | 1 | -6 | 0
CCOC(=O)CN1C(=O)N[C@@H](c2ccccc2)C(C(=O)OC)=C1C | 8 | 4 | -7 | -3 | 2 | -1 | 1 | 3 | 3
CCC(C)N1C(=O)/C(=C/c2c(NCCCOC(C)C)nc3c(C)cccn3c2=O)SC1=S (centres undefined) | 34* | 0 | 52* | 38* | -33 | -10 | 4 | -14 | -20
COc1cc2c(cc1OC)C(c1ccc(N(C)C)cc1)NCC2 (centres undefined) | 1 | -3 | 10 | -3 | 0 | 3 | -2 | 5 | 3

Next structures follow.
Compound | PAFAH1B2 inh | pPAFAH inh | PAFAH2 FP inh | PAFAH1B3 FP inh | GSTO1 counter | LYPLA1 inh | Fam108B counter | PAD4 inh | PME-1 inh
Cc1ccc(C(=O)c2ccc([N+](=O)[O-])cc2)cc1C | -3 | 3 | -2 | 7 | -1 | 1 | 2 | 3 | 2
COc1ccccc1NC(=O)CSc1nc2nc(C)cc(C)c2c(=O)[nH]1 | 3 | -3 | 2 | 2 | -6 | 4 | 0 | 4 | -2
CC(=O)O[C@@H]1[C@@]2(C)O[C@H]2CC[C@]23O[C@H]2[C@H](OC3=O)C2=C(C)C(=O)O[C@@]21O | 12 | -2 | 8 | -1 | 7 | 1 | 1 | -4 | 2
CNC(=O)CSc1nccn1Cc1ccc(Cl)cc1 | 1 | 3 | 1 | 2 | -5 | 0 | -7 | 4 | 2
Cc1ccc(C(=O)OCC(=O)Nc2ccc(Cl)cn2)s1 | 4 | 8 | 71* | 9 | . | 1 | . | 1 | -1
Cc1cc(CC(C)C)n(-c2nc3ccccc3c(=O)n2OCC(=O)N(C)C)n1 | 2 | 4 | 1 | 4 | 11 | 2 | 6 | -2 | -11
O=C(Nc1cccc(S(=O)(=O)N2CCOCC2)c1)c1ccc(N2CCCC2=O)cc1 | 3 | 1 | -4 | 13 | . | -26 | . | 0 | -8
Cc1nn(C)cc1CN1CCC(n2nccc2NC(=O)CCCc2ccccc2)CC1 | 1 | -1 | 3 | 4 | 6 | -2 | -2 | -6 | 2
CCOC(=O)c1cnc2ccc(Br)cc2c1NCCCN1CCOCC1 | -1 | 3 | -6 | 11 | 2 | 2 | -1 | -2 | 6
O=C(N/C(=C\c1ccc([N+](=O)[O-])cc1)C(=O)N1CCOCC1)c1ccccc1 | -2 | 2 | 3 | 1 | -4 | 1 | 1 | -6 | -2
Cc1cccc(C(=O)NNC(=O)c2ccccc2O)c1 | 4 | 2 | 35* | -1 | 9 | -1 | 6 | 0 | -4
CCOc1cc(C=O)ccc1OS(=O)(=O)c1ccc(NC(C)=O)cc1 | 6 | 3 | 4 | 3 | -4 | -6 | -4 | 2 | 4
O=C(NC(=S)NC1C2CC3CC(C2)CC1C3)c1ccccc1 (centres undefined) | 9 | 8 | 0 | 5 | 1 | -3 | -2 | 1 | 7
COc1ccc(/C=C/CN2CCC(n3nccc3NC(=O)C3CCCC3)CC2)cc1 | 4 | -1 | -7 | 2 | 1 | 0 | -3 | -5 | 5
CCOC(=O)c1c(C)[nH]c(C(=O)N/N=C/c2ccc(Br)cc2)c1C | -8 | -2 | -43 | -30 | -12 | -15 | -35 | 2 | -37
O=C(N/N=C\c1ccc(OC(=O)c2ccco2)cc1)c1ccc(Cl)cc1 | 5 | -3 | 4 | -1 | -3 | 0 | -4 | 2 | -4

Screening results: PubChem BioAssay, The Scripps Research Institute Molecular Screening Center
